WRN inhibitor – blocks human WRN helicase; Q14191; AID 651768; WRN helicase unwinding, fluorescent forked duplex, kinetic; Potency, µM (titrated, usually from 114 µM), for inactives: top-dose activity change, negative = inhibition, hits mostly inhibitors; 360,000 tested, 0.46% active; further: potency means the concentration at half of the fitted maximal effect; on the % scale 0 is the no-effect control and ±100 the full control effect; nearly all actives have a fitted effect of over 55% in size
Target sequence (Q14191 whole entry, looked up): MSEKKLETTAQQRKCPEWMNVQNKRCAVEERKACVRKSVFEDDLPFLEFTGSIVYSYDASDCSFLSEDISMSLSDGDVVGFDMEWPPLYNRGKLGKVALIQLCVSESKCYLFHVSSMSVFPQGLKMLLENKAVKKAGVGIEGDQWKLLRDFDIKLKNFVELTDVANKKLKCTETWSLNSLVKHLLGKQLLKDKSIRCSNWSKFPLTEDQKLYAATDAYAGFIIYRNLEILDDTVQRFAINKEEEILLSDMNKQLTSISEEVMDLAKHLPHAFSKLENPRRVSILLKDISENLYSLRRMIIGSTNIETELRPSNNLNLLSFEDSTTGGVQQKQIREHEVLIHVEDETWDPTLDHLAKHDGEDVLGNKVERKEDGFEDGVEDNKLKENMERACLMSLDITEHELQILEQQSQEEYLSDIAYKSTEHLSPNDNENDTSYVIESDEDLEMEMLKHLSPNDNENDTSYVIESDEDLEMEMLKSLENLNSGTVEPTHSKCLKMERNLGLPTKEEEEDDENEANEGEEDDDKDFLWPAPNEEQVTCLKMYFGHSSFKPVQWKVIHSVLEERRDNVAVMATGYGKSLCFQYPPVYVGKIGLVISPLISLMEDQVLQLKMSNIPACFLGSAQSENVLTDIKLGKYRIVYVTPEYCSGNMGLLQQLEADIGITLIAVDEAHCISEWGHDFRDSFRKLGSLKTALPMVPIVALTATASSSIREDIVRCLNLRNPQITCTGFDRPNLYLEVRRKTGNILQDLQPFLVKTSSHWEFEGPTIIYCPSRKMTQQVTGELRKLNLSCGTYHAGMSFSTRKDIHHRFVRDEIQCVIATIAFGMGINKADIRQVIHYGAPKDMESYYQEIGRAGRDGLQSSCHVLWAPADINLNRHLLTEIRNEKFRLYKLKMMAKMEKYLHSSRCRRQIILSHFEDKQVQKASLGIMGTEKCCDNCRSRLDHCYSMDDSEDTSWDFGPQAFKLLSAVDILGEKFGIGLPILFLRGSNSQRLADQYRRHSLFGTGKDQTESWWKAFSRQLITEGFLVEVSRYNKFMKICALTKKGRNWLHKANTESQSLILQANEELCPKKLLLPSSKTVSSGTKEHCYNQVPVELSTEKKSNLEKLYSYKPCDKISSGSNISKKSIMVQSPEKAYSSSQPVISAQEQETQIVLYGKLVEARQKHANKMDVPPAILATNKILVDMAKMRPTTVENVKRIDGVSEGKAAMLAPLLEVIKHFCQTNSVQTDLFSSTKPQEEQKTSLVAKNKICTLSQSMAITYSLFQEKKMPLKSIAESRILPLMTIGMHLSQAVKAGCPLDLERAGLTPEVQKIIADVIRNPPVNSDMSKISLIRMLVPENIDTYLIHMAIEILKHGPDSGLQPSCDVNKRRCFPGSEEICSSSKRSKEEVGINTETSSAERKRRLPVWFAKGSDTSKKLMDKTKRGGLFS
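Enzyme (20 nM final) and test compound sit together 15 min at room temperature before substrate addition. Substrate is a single-forked duplex oligonucleotide (100 nM) labelled with fluorophore and quencher, with 2 mM ATP; helicase unwinding raises red fluorescence, read kinetically.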
SW480 rerep – induces DNA re-replication in SW480 colon adenocarcinoma cells; SW480 DNA re-replication, Hoechst DNA content imaging, 48 h; 340,000 tested, 1.8% active; Potency, µM (highest dose often 46.1 µM), without a hit: at the top dose re-replication activation, most hits filed as activators; further: potency means the concentration at half of the fitted maximal effect; % of control where 0% means no effect; nearly all actives have a fitted effect of over 55% in size
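Treated cells incubate 48 hr (37 C, 5% CO2), are stained 40 min with Hoechst, and nuclear fluorescence is enumerated; a rise in nuclei with high DNA signal marks re-replication.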
IL1B secr inh – inflammasome signaling inhibition, IL-1 beta readout; activity change, % at 57.5 µM; THP-1 LPS/ATP IL-1B secretion, AlphaLISA, 16 h; stronger effect = lower value; 360,000 tested, 4.7% active; AID 743279; in the data active means activity change below about -50%; inconclusive means mostly about -30% to -49%; further: on the % scale 0 is the no-effect control and ±100 the full control effect
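THP-1 cells pretreated 1 hr with compounds (up to 57.5 uM final), then stimulated with LPS (250 ng/mL final) plus ATP (1.25 mM final); secreted IL-1B measured by AlphaLISA after 16 hr, decreased signal indicating inhibition.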
ATXN2 expr inh – reduces ATXN2 reporter expression in HEK-293 cells; Potency, µM (series often up to 57 µM), for inactives: at the top dose activity change, negative = inhibition, usual class: inhibitors; 360,000 tested, 0.72% active; AID 1745845; HEK-293 ATXN2-luciferase reporter, luminescence, 24 h; further: potency means the concentration at half of the fitted maximal effect; on the % scale 0 is the no-effect control and ±100 the full control effect; nearly all actives have a fitted effect of over 55% in size
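qHTS (up to 57 uM final) was run with 24 h compound exposure of reporter cells at 37 °C. Each well was multiplexed: SteadyGlo luminescence measured ATXN2-luciferase expression after a fluorogenic Gly-Phe-AFC viability readout (25 uM final).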
HT1080 IDH1KD tx – kills HT-1080 cells with IDH1 knockdown. HT-1080 IDH1 knockdown viability, ATP luminescence, 48 h. Potency, µM (top dose mostly 46.1 µM), for inactives: at the top dose activity, negative = toxicity, actives largely listed as cytotoxic. 360,000 tested, 2% active;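 further: potency means the concentration at half of the fitted maximal effect; 0% = DMSO wells and -100% = cell-free medium wells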
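After a 2 h attachment period, IDH1KD HT-1080 cells took pin-transferred compound for 48 h at 37 °C; ATP-based luminescence after 10 min room-temperature reagent incubation reported viability.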
HT1080-NT tox – kills 2HG-producing HT-1080-NT fibrosarcoma cells; HT-1080-NT fibrosarcoma viability, CellTiter-Glo ATP luminescence, 48 h; Potency, µM (highest dose often 46.1 µM), inactives show top-dose activity, negative = less viability, most hits filed as cytotoxic; 360,000 tested, 1.6% active; AID 686970;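 further: NT is the 2HG producing partner of a matched IDH1 knockdown line; potency means the concentration at half of the fitted maximal effect; 0% = DMSO-treated cells and -100% = media-only wells without cells; nearly all actives have a fitted effect of over 55% in size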
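Viability by CellTiter-Glo luminescence after 48 h compound exposure at 37C of HT-1080-NT cells (750/well, RPMI, 5% FBS). % activity scaled between DMSO wells and medium-only wells, then curve-fitted and categorized by curve class.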
KB-3-1 cytotox – kills parental KB-3-1 adenocarcinoma cells | KB-3-1 viability, CellTiter-Glo ATP luminescence, 72 h | 400,000 tested, 1.4% active | AID 1347075 | Potency, µM (highest dose often 46.1 µM), inactives show at the highest dose activity change, negative = cytotoxic, most hits filed as cytotoxic; further: potency means the concentration at half of the fitted maximal effect; on the % scale 0 is the no-effect control and ±100 the full control effect; nearly all actives have a fitted effect of over 60% in size
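KB-3-1 parental drug-naive adenocarcinoma cells in DMEM/10% FBS, incubated 72 h at 37 C with pin-transferred compounds across a concentration series. Viability by CellTiter-Glo luminescence; concentration-response curves fitted after normalization.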
KB-V1 MDR tox – kills drug-selected multidrug resistant KB-V1 cells. KB-V1 MDR cells viability, CellTiter-Glo, 72 h. 400,000 tested, 3.4% active. Potency, µM (series often up to 46.1 µM), for inactives: at the highest dose activity change, negative = cytotoxicity, usual class: cytotoxic; further: potency means the concentration at half of the fitted maximal effect; on the % scale 0 is the no-effect control and ±100 the full control effect; nearly all actives have a fitted effect of over 60% in size
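Following 72 h at 37 degrees C with compound, KB-V1 cell viability was read by CellTiter-Glo luminescence, medium being phenol-red-free DMEM plus 10% FBS; concentration-response parameters came from normalized, curve-fitted qHTS data.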
MCF10A rerep – DNA re-replication induction in MCF 10a cells | MCF 10A DNA re-replication, Hoechst nuclear intensity, 48 h | Potency, µM (titrated, usually from 46.1 µM), for inactives: at the highest dose activity, positive = re-replication, most hits filed as activators | 350,000 tested, 2.9% active; further: potency means the concentration at half of the fitted maximal effect; % of control where 0% means no effect; nearly all actives have a fitted effect of over 50% in size
Active calls of the source: *; i = inactive; ? = inconclusive; / = not tested or not shown; & = joins results of further samples; [ ] = another dose, or the depositor's remark. Unless noted, the call rests on the fitted dose curve; in most records, active means well fitted curve in the direction sought with a large enough effect; inconclusive means small, poorly fitted or top-dose-only effect, or another doubt; inactive means no such curve, though single readings can be large; an effect the other way counts as inactive or inconclusive.

SMILES	WRN inhibitor	SW480 rerep	IL1B secr inh	ATXN2 expr inh	HT1080 IDH1KD tx	HT1080-NT tox	KB-3-1 cytotox	KB-V1 MDR tox	MCF10A rerep
Cc1ccc2c(C)nc(Nc3nc(CSc4nnnn4-c4ccccc4)cc(=O)[nH]3)nc2c1	-1%	?	-27	-26%	?	?	12%	-8%	?
COc1ccc(Nc2nnc(SCC3CCCO3)s2)cc1 (configuration not stated)	-9%	-1%	-14	25%	3%	19%	-5%	?	-3%
CCOc1cc(CNc2ccc(Br)cc2)cc(Br)c1OCC(=O)NC(C)(C)C	-4%	2%	-26	-4%	?	?	-16%	?	21%
Cc1ccc(C2CCN(C(=S)NC(C)(C)C)C2)cc1 (configuration not stated)	-5%	9%	-17	/	-8%	2%	-1%	3%	5%
CCOc1ccc(C(=O)CCC(=O)Nc2ccc(C)c(S(=O)(=O)N3CCCCC3)c2)cc1	-4%	?	-9	-7%	-17%	-1%	-16%	-41%	11%
Cc1c(C(=O)N(C)C)sc2nc(-c3ccccn3)[nH]c(=O)c12	4%	-1%	-9	24%	-8%	-12%	0%	?	-6%
O=C(Nc1cccc(Cl)c1)C1CCCN(c2cnccn2)C1 (configuration not stated)	-4%	2%	-5	/	5%	9%	3%	10%	-1%
O=C(NC(=S)Nc1ccc(CN2CCOCC2)cc1)c1ccc(-c2ccc(Br)cc2)o1	-18%	-2%	-24	-1%	4%	7%	0%	10%	?
CC(=O)Nc1ccc(NC(=O)CCCc2ccccc2)cc1	-31%	-4%[9.22 µM]	-1	12%	9%	-2%	-6%	2%	3%
COCCC(=O)N1CCC(Oc2ccc(C(=O)NC(C)CCn3cccn3)cc2)CC1 (configuration not stated)	-36%	-12%	-6	5%	-2%	-4%	-13%	19%	7%
Cc1ccccc1OCc1nc(-c2ccc(Br)o2)no1	-1%	-1%	16	42%[activator]	4%	4%	3%	2%	6%
O=C(CCS(=O)(=O)c1cccc2nonc12)N1CCN(c2ccc(F)cc2)CC1	-12%	-3%	8	-4%	2%	13%	-5%	23µM*	30%
COC(=O)c1c(NC(=S)NC(=O)c2ccco2)sc2c1CCCC2	-5%	17%	0	-8%	-2%	19%	-13%	-28%	6%
COc1ccc(CCN2CC(C(=O)N(C)CCn3nc(C)cc3C)CCC2=O)cc1 (configuration not stated)	-1%	-5%	0	11%	12%	-1%	-8%	7%	1%
COC(=O)CCc1nc2c(C#N)c(-c3ccc(Cl)cc3)ccn2n1	3%	-24%	26	-23%	-5%	-7%	-4%	-4%	-1%
Cc1ccc(-c2noc(C3CCN(C(=O)Nc4ccc(C#N)cc4)CC3)n2)o1	-6%	3%	-8	-24%	?	-16%	?	2.6µM*	1%
COc1ccc([N+](=O)[O-])cc1N(CC(=O)NCCSc1ccc(C)cc1)S(C)(=O)=O	-6%	-3%	?	-17%	7%	10%	1%	0%	-4%
COC(=O)c1ccc(C2/C(=C(/O)c3ccc(OC(C)C)cc3)C(=O)C(=O)N2c2cc(C)on2)cc1 (configuration not stated)	9%[57.1 µM]	-10%	21	-10%	-28%	-10%	-1%	7%	?
O=C1CCC(N2C(=O)c3ccccc3C2=O)C(=O)N1 (configuration not stated)	6%	-4%[9.22 µM]	12	-2%&8%&13%	-1%	8%	0%	5%	0%[9.22 µM]
N#C/C(=C\c1ccco1)C(=O)Nc1cccc2ncccc12	-2%	?	-9	6%	9%	9%	-10%	?	-4%
NC(=O)c1c(NC(=O)c2cccc(N3C(=O)CCC3=O)c2)sc2c1CCCCC2	-25%	-30%[inhibitor]	i	-25%	-7%	-1%	5%	-2%	0%
Cc1ccc(C(C)NC(=O)c2cc3ccccc3oc2=O)cc1C (configuration not stated)	1%	-11%	-15	-34%	-3%	-18%	?	-8%	?
CC1CC(C)CN(C(=O)COC(=O)c2ccc([N+](=O)[O-])o2)C1 (configuration not stated)	0%	0%	-9	/	0%	2%	-1%	10%	4%
CCOc1cc(/C=C2\SC(=S)N(C(C(=O)O)c3ccccc3)C2=O)ccc1O (configuration not stated)	56µM*	3%	17	-12%	-12%	-8%	-1%	-4%	-1%
CCC(C)NC(=O)C1CCN(S(=O)(=O)N2CCC3(CC2)OCCO3)CC1 (configuration not stated)	-2%	-7%	6	/	6%	-6%	0%	9%	2%
O=C(N/N=C/C(Br)=C/c1ccccc1)c1cc(-c2ccco2)[nH]n1	-19%	19%	-68*	-24%	?	?	?	?	7.3µM*
Cc1ccccc1CSCC(=O)Nc1ccccc1F	8%	-5%	11	20%	8%	17%	9%	0%	7%
O=C(c1cc(-c2ccncc2)nc2ccc(Cl)cc12)N1CCN(Cc2ccc3c(c2)OCO3)CC1	-31%	?	-83*	-21%	-11%	-6%	-14%	?	-2%
COc1ccc(C(=O)Nc2cc3c4c(c2)CC(=O)N4CCC3)c(OC)c1	-7%	-8%	15	73%[activator]	-7%	0%	12%	7%	13%
O=C(c1ccc2c(=O)n3c(nc2c1)CCCCC3)N1CCN(Cc2ccccc2)CC1	-4%	-7%	2	3%	-6%	1%	2%	-25%	-11%
CCCS(=O)(=O)NC(=O)C1(C)CCN(C(=O)c2c(F)ccc(C)c2F)C1 (configuration not stated)	-1%	/	3	13%	25%	1%	0%	2%	/
O=C(c1ccc(Cl)cc1)N1CCC2CC1c1cc(-c3ccccc3)ccc12 (configuration not stated)	-3%	-20%[9.22 µM]	-18	-12%	-1%	-3%	-5%	-5%	?
CCc1nnc(NC(=O)c2c(OC)cccc2OC)s1	-4%	-11%	2	-3%	24%	6%	18%	2%	-4%
CCOC(=O)c1ccc(NC(=S)N(Cc2cccnc2)Cc2ccco2)cc1	?	?	-3	-8%	-15%	-3%	14%	-29%	-1%
Cc1cc(C)c(NC2=CC(=O)CC(C)(C)C2)c(C#N)c1	-15%	1%	28	10%	-23%	6%	-18%	23µM*	1%
O=C(Cn1c(-c2ccccn2)nc2ccccc21)N/N=C/c1cccnc1	-2%	-12%	/	-5%	0%	-9%	8%	-25%	?
O=C(Nc1ccc2c(c1)OCO2)C1CCN(C(=O)c2ccc([N+](=O)[O-])cc2)CC1	14%	-25%	-2	/	0%	1%	0%	-4%	1%
CCN(c1ccccc1)S(=O)(=O)c1ccc(OC)c(OC)c1	-1%	-1%	-2	1%	1%	13%	3%	?	-3%
CCCCC(=O)NCc1ccc2c(c1)cc(C)n2C	9%	11%	-12	-2%	-3%	-3%	12%	1%	-137%[0.0737 µM]
O=C(/C=C/Nc1ccc(S(=O)(=O)Nc2ncccn2)cc1)c1ccc2ccccc2c1	-2%	14%	1	9%	20%	-1%	2%	11%	-6%

Next section; it opens with the 2 that closed the last part.
SMILES	WRN inhibitor	SW480 rerep	IL1B secr inh	ATXN2 expr inh	HT1080 IDH1KD tx	HT1080-NT tox	KB-3-1 cytotox	KB-V1 MDR tox	MCF10A rerep
CCCCC(=O)NCc1ccc2c(c1)cc(C)n2C	9%	11%	-12	-2%	-3%	-3%	12%	1%	-137%[0.0737 µM]
O=C(/C=C/Nc1ccc(S(=O)(=O)Nc2ncccn2)cc1)c1ccc2ccccc2c1	-2%	14%	1	9%	20%	-1%	2%	11%	-6%
COCc1cc(C)nc2sc(C(=O)Nc3nccs3)c(N)c12	-5%	0%	?	25%	6%	10%	8%	-15%	16µM*
CCOC(=O)c1ccccc1NC(=S)N1CCN(C(=O)c2ccco2)CC1	-9%	-1%	16	13%	-11%	-26%	-4%	?	25%
O=C(c1ccco1)N1CCN(Cc2cc(=O)c(OCc3ccccc3F)co2)CC1	-6%	121%	2	1%	-5%	14%	-1%	-6%	-3%
Cc1ccc(NC(=O)c2ccccc2-c2cc(C)no2)cc1	2%	-2%	-1	2%	5%	11%	-5%	-5%	-4%
COc1ccccc1N(CC(=O)NC(C)(C)C)C(=O)c1ccc(Cl)nc1	5%	-2%	6	2%	0%	3%	-7%	-8%	-4%
O=C(COC(=O)c1cnccn1)NCc1ccccc1	5%	1%	-6	3%	7%	13%	-9%	11%	3%
COc1ccc(Cn2c(-c3ccc(OC)c(O)c3)nc3ccccc32)cc1O	-4%	?	-24	8%	?	?	-29%	10%	-9%
COc1ccccc1S(=O)(=O)Cc1ccc(C(=O)NCC(OC)OC)o1	-3%	-13%	5	/	0%	8%	8%	28%	4%
Cc1cc(C)c(C(N)=O)c(SCC(=O)c2cc(C)c(C)cc2C)n1	-18%	-2%	12	1%	-24%	-16%	-2%	?	-6%
Cc1ccc(S(=O)(=O)NNC(=S)Nc2c(Cl)cccc2Cl)cc1	2%	?	3	16%	11%	9%	14%	-6%	?
Cc1cc(-c2cccs2)c(C#N)c(=S)[nH]1	-9%	-14%	6	-20%	-2%	9%	6%	0%	?
COc1cccc(/C=N/Nc2ccnc(=O)[nH]2)c1O	-18%	?	127	?	?	?	4.6µM*	?	?
Nc1ccccc1OCCOCCOc1ccccc1N	-20%	6%	-6	-5%	?	-14%	-13%	0%	5%
Clc1cccc(C2CCN(Cc3nc(COc4ccccc4)no3)C2)c1 (configuration not stated)	-12%	0%	-22	1%	-3%	0%	-1%	-10%	-1%
CC(=O)NCCNC(=O)Cn1nnc(-c2ccccc2)c1COc1ccc2ccccc2c1	-1%	/	25	2%	10%	6%	0%	6%	/
CC(=O)c1cc(CN2CCC(n3nccc3NC(=O)c3ccccc3C)CC2)cs1	-1%	-22%	i	3%	-1%	5%	22%	-25%	1%
O=C(C(=O)N1CCN(c2ccccc2F)CC1)c1cn(CC(=O)N2CCOCC2)c2ccccc12	5%	-6%	-5	2%	14%	0%	14%	1%	1%

Screening results deposited in PubChem BioAssay by National Center for Advancing Translational Sciences (NCATS).

Rows are unselected (roughly 12% active in at least one column).
